# Bioassay records from PubChem BioAssay.
# Anesthetic bind – binds horse apoferritin like a general anesthetic; P02791; apoferritin/1-aminoanthracene competitive binding, fluorescence; Potency, µM (doses to about 77.5 µM), for inactives: at the highest dose activity change, negative = displacement, hits mostly inhibitors; 350,000 compounds, 0.074% hits; AID 485281; also: potency is read from the fitted curve at half-maximal effect; % is scaled to controls: 0 for no effect and ±100 for the full control effect; nearly all actives have a fitted effect of over 20% in size
#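 10 uM apoferritin + 50% sat. 1-AMA, PBS; cpd 10 min RT; Ex380/Em535 endpoint; normalized to free probe vs complex; 4-param Hill fit; propofol titration as pos. ctrl.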
# BLM helicase inh – inhibitors of human Bloom syndrome helicase BLM. AID 2528. Potency, µM (top dose mostly 56.1 µM), inactives show at the highest dose activity change, negative = inhibition, actives largely listed as inhibitors. recombinant BLM DNA unwinding, fluorescence dequenching. P54132. 350,000 compounds, 0.2% hits;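 also: potency is read from the fitted curve at half-maximal effect; plate controls were vehicle for no effect and no enzyme for full effect; nearly all actives have a fitted effect of over 35% in size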
# PGK inhibitor – inhibitors of T. brucei phosphoglycerate kinase; P07378; PGK/GAPDH coupled, Kinase-Glo luminescence, 60 min; Potency, µM (titrated, usually from 57.5 µM), without a hit: top-dose activity change, negative = inhibition, hits mostly inhibitors; 380,000 compounds, 0.043% hits; AID 602233; also: potency is read from the fitted curve at half-maximal effect; % is scaled to controls: 0 for no effect and ±100 for the full control effect; nearly all actives have a fitted effect of over 60% in size
#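 Luminescent ATP detection (Kinase-Glo Plus) follows a 60-minute room-temperature incubation, with wells lacking PGK as controls. Buffer: 100 mM TEA (pH 7.6), 5 mM MgCl2, 0.01% Tween-20. Coupling enzyme GAPDH (100 nM final) supplies unstable 1,3-BPG in-well.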
# POLI inh – DNA polymerase iota (human) inhibition; Potency, µM (titrated, usually from 115 µM), without a hit: at the highest dose activity, negative = inhibition, actives largely listed as inhibitors; Q9UNA4; AID 588590; 390,000 compounds, 1% hits; Pol iota fluorescent replication assay, 10 min; also: potency is read from the fitted curve at half-maximal effect
#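 Pol iota at 10 nM preincubated 15 min with compounds at room temperature; reaction started with fluorescent substrate, 50 nM final. Fluorescence read kinetically at 0 and 10 min; buffer-only wells as negative control.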
# Pol beta inh – inhibitors of human DNA polymerase beta. 340,000 compounds, 1.3% hits. P06746. Potency, µM (top dose mostly 114 µM), without a hit: at the highest dose activity change, negative = inhibition, actives largely listed as inhibitors. Pol beta primer extension/strand displacement, fluorescence kinetic; also: potency is read from the fitted curve at half-maximal effect; % is scaled to controls: 0 for no effect and ±100 for the full control effect
#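 Enzyme-only controls used 10 nM Pol beta; buffer lacking enzyme served as negative control. Compound preincubated 15 min, then 50 nM substrate added; 0 and 10 min reads at room temperature.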
# Pol eta inh – inhibitors of human DNA polymerase eta; Q9Y253; recombinant Pol eta, fluorescent DNA replication assay; Potency, µM (top dose mostly 114 µM), inactives show at the highest dose activity change, negative = inhibition, most hits filed as inhibitors; 390,000 compounds, 1.2% hits; also: potency is read from the fitted curve at half-maximal effect; % is scaled to controls: 0 for no effect and ±100 for the full control effect
#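 Pol eta (10 nM) was preincubated with compounds for 15 min at room temperature, after which fluorescent replication substrate (50 nM final) was added to start the reaction. Fluorescence was read kinetically at 0 and 10 min.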
# RXFP1 antag – antagonists of human relaxin receptor RXFP1; Q9HBX9; HEK293-RXFP1, relaxin-stimulated cAMP HTRF, 30 min; hits give low values; activity change, negative = inhibition, % at 57.5 µM; 350,000 compounds, 0.59% hits; AID 1259400;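 active = activity change of -60% or lower, but not beyond a set lower limit; inconclusive = change between -60% and -40%, or beyond the set limit; inactive = change above -40%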; also: % is scaled to controls: 0 for no effect and ±100 for the full control effect
# Target sequence (Q9HBX9 whole entry, looked up): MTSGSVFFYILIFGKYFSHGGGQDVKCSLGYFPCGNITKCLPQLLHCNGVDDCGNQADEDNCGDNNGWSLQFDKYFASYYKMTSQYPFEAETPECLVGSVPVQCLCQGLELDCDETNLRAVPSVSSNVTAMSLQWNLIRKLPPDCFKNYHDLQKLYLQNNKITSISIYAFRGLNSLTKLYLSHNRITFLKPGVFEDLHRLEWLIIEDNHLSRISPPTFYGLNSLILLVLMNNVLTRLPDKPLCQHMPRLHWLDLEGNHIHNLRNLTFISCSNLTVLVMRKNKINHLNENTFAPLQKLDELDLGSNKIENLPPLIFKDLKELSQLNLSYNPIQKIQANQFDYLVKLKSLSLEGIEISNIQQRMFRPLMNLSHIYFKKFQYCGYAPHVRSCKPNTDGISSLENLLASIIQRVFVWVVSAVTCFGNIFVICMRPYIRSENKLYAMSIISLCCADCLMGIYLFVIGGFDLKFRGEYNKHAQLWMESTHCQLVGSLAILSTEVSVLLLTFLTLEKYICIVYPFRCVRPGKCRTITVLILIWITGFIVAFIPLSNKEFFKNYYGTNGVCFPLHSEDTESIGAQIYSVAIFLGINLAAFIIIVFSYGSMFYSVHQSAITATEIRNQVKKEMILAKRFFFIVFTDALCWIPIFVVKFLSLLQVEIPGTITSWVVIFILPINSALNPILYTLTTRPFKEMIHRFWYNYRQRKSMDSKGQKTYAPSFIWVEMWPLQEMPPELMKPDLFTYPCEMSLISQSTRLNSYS
# APE1 inh – inhibitors of human APE1 endonuclease | recombinant APE1, TAMRA/BHQ-2 abasic DNA cleavage fluorescence | Potency, µM (series often up to 65.8 µM), inactives show top-dose activity change, negative = inhibition, usual class: inhibitors | 350,000 compounds, 0.35% hits | P27695 | AID 2517;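 also: potency is read from the fitted curve at half-maximal effect; plate controls were vehicle for no effect and reference inhibitor for full effect; nearly all actives have a fitted effect of over 55% in size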
# Target sequence (P27695 whole entry, looked up): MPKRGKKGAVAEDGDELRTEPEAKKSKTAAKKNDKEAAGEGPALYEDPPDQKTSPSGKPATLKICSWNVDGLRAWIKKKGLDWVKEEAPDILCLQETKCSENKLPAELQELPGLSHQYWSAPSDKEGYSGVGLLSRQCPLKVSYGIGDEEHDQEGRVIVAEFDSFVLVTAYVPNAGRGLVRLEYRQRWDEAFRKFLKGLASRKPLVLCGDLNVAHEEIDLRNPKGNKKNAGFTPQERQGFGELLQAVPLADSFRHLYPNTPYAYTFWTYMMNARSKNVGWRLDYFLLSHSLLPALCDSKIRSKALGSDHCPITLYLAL
#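 0.75 nM APE1 + cpd, 15 min RT; start w/ 50 nM TAMRA/BHQ-2 THF-abasic dsDNA; kinetic fluor 525/598 nm ×3 reads @60 s; Δ(read3−read1); normalized to DMSO and NSC13755 control wells.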
# Pol kappa inh – blocks human DNA polymerase kappa activity; purified Pol kappa, fluorescent DNA synthesis assay, 10 min; Potency, µM (doses to about 107 µM), for the others: at the top dose activity, negative = inhibition, usual class: inhibitors; Q9UBT6; AID 588579; 400,000 compounds, 0.53% hits; also: potency is read from the fitted curve at half-maximal effect; % is scaled to controls: 0 for no effect and ±100 for the full control effect
#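 First, compounds were pin-transferred onto 10 nM Pol kappa. After 15 min at room temperature, substrate was added to 50 nM final. Fluorescence was then measured kinetically at 0 and 10 min.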
# Numbers without * were called inactive; i = inactive; ? = inconclusive; . = no result given; & = joins results of further samples; [ ] = remark or other dose. Unless noted, calls follow the shape of the dose curve; as a rule, active = well fitted curve in the direction sought with a large enough effect; inconclusive = small, poorly fitted or top-dose-only effect, or another doubt; inactive = no such curve, though single readings can be large; an effect the other way counts as inactive or inconclusive. The list is partial; the hit share may differ from the screen's.
1. CN1CCN(C(=O)COc2ccc(S(=O)(=O)N(C)Cc3ccccc3)cc2)CC1
2. CCOC(=O)c1ccc(NC(=O)N2CC3CC(C2)c2cccc(=O)n2C3)cc1 (centres undefined)
3. COC(=O)C1=C(c2ccc(F)cc2OCc2ccccc2)C[C@@H]2CC[C@H]1N2C(=O)NCc1ccccc1
4. COCCCn1c(N)c(C(=O)NCc2ccco2)c2nc3ccccc3nc21
5. CCOC(=O)c1ccc(N=Cc2c(O)n(-c3ccccc3F)c(=S)[nH]c2=O)cc1
6. COC(=O)C1=C(c2ccc(OCc3ccccc3)cc2)C[C@@H]2CC[C@H]1N2C(=O)NCCCc1ccccc1
7. Cc1cnc(C(=O)OCC(=O)N(CC(C)C)C2CCS(=O)(=O)C2)cn1 (centres undefined)
8. CCCCn1c(O)c(C(CC)=Nc2ccc(C(=O)O)cc2)c(=O)[nH]c1=O
Screen / compound no.	1	2	3	4	5	6	7	8
Anesthetic bind	-8%	-3%	.	17%	7%	.	.	-6%
BLM helicase inh	-2%	-3%	.	4%	0%	.	.	6%
PGK inhibitor	6%	-1%	8%	i	-9%	6%	i	-9%
POLI inh	0%	5%	12%	83%[activator]	?	-14%	0%	-7%
Pol beta inh	23%	33%	.	-35%	30%	.	.	34%
Pol eta inh	-11%	?	-19%	-13%	-28%	-16%	?	-2%
RXFP1 antag	7	-6	.	-2	-5	.	-12	-9
APE1 inh	11%	51%[activator]	6%	5%	10%	-4%	21%	18%
Pol kappa inh	0%[60.1 µM]	1%	-19%	-10%	-17%	-10%	3%	-6%

# The closing 2 entries of the section before lead into the next.
7. Cc1cnc(C(=O)OCC(=O)N(CC(C)C)C2CCS(=O)(=O)C2)cn1 (centres undefined)
8. CCCCn1c(O)c(C(CC)=Nc2ccc(C(=O)O)cc2)c(=O)[nH]c1=O
9. CCNC(=S)NCCC1=c2ccccc2=N/C1=C\c1c(O)n(C)c(=O)n(C)c1=O
10. CCOP(=O)(OCC)C(Nc1cccc(C(F)(F)F)c1)c1ccc(C)cc1 (centres undefined)
11. CN1OC[C@@H]2CN[C@H](c3ccccc3Br)C[C@@H]21
12. CC(Cc1ccsc1)NCc1cn[nH]c1-c1ccc(F)cc1F (centres undefined)
13. COc1cc(OC)c(OC)cc1/C=C1/C(=O)NC(=O)N(Cc2ccccc2)C1=O
14. CN(C)C(=O)Oc1ccc2c(c1)O/C(=C\c1ccccc1)C2=O
15. N#CC1(c2ccccc2)CCN(C2CC(=O)N(c3ccc(F)cc3)C2=O)CC1 (centres undefined)
16. CSCC[C@H](NC(=O)[C@H](CC(C)C)NC(=O)[C@@H](Cc1cnc[nH]1)NC(=O)[C@H](Cc1ccccc1)NC(=O)[C@@H](Cc1ccccc1)NC(=O)[C@@H](N)Cc1ccc(O)cc1)C(N)=O
Screen / compound no.	7	8	9	10	11	12	13	14	15	16
Anesthetic bind	.	-6%	-1%	-16%	.	-7%	-6%	-16%	-3%	-2%
BLM helicase inh	.	6%	3%	-5%	.	-2%	-3%	-2%	-3%	0%
PGK inhibitor	i	-9%	-8%	i	-1%	-6%	-1%	-7%	.	.
POLI inh	0%	-7%	?	132%[activator]	48%[activator]	-4%	?	34%[activator]	-2%	.
Pol beta inh	.	34%	32%	-14%[57.1 µM]	.	9%	-19%	0%	-17%	.
Pol eta inh	?	-2%	-2%	-19%	-16%	-21%	13%	-23%	-2%	.
RXFP1 antag	-12	-9	-12	-8	.	-7	-64*	-9	-1	.
APE1 inh	21%	18%	-3%	0%	.	-2%	-4%	18%	0%	0%
Pol kappa inh	3%	-6%	-17%	-9%	-25%	-10%	-21%	6%	-10%	15%[60.1 µM]

17. N#Cc1cn(Cc2ccccc2)c(=O)[nH]c1=O
18. Nc1ccccc1Nc1ccc([N+](=O)[O-])cc1[N+](=O)[O-]
19. CCCCCCC(=O)c1c(O)n(-c2ccccc2OC)c(=O)[nH]c1=O
20. NC(=NCc1ccc(Cl)cc1)SCCCc1cnc[nH]1
21. CNC(=O)O/N=C(\C)Cc1nnn(-c2cc(C)on2)n1
22. COc1cccc(CN2CC=C(c3ccc(F)cc3)CC2)c1
23. Cc1c(OC(C(=O)O)c2ccccc2)ccc2c1oc(=O)c1ccccc12 (centres undefined)
24. C1=CC(Cc2cncs2)c2ccccc21 (centres undefined)
Screen / compound no.	17	18	19	20	21	22	23	24
Anesthetic bind	-1%	?	-4%	-9%	2%	-3%	70%[activator]	.
BLM helicase inh	1%	-2%	-3%	-6%	-3%	-1%	-2%	.
PGK inhibitor	6%	i	-10%	.	9%	7%	-5%	0%
POLI inh	16%	-3%	19%	.	-15%	121%[activator]	?	28%
Pol beta inh	3%	2%	-9%	.	0%	-2%	5%	.
Pol eta inh	8%	-21%	-17%	.	-1%	-23%	3%	-7%
RXFP1 antag	17	-11	5	.	?	-16	16	.
APE1 inh	1%	-2%	0%	-5%&-8%	0%	17%	2%	-15%
Pol kappa inh	?	0%	-10%	2%&-5%[19.4 µM]	-12%	-13%	-3%	-17%

25. CC1=CC2OC3CC4OC(=O)C=CC=CC(=O)OCCC(C)C(O)C(=O)OCC2(CC1O)C4(C)C31CO1 (centres undefined)
26. O=C(c1cc2cc3ccc(Cl)cc3nc2o1)N1CCC2(CC1)OCCO2
27. CC(C)C[C@H]1C(=O)N2CCC[C@H]2[C@]2(O)O[C@](NC(=O)[C@@H]3C=C4c5cccc6[nH]c(Br)c(c56)CC4N(C)C3)(C(C)C)C(=O)N12 (some centres undefined)
28. Cc1ccsc1C(=O)C1CCCN(Cc2cnc(N3CCCC3)s2)C1 (centres undefined)
29. FC(F)(F)c1ccccc1CNCCc1c[nH]c2ccccc12
30. Cc1sc2c(c1C)C(c1cccs1)=NCC(=O)N2CC(=O)NCc1cccs1
31. O=P(NCc1ccccc1)(Oc1ccccc1)Oc1ccccc1
32. O=c1[nH]c(=O)n(-c2ccccc2Cl)c(O)c1C=NCCN1CCCCC1
Screen / compound no.	25	26	27	28	29	30	31	32
Anesthetic bind	.	-9%	-20%	-23%	-17%	?	-5%	5%
BLM helicase inh	.	1%	-19%	0%	-4%	-3%	-3%	2%
PGK inhibitor	i	-6%	i	i	.	2%	-3%	-10%
POLI inh	8%	14%	-3%	-16%	?	16%	-15%	1%
Pol beta inh	.	49%	20%	-21%	0%	15%	7%	2%
Pol eta inh	-15%	-18%	-11%	-21%	-22%	-10%	-1%	10%
RXFP1 antag	-10	-3	.	-1	-101*	-1	4	-14
APE1 inh	.	11%	-11%	3%	4%	-3%	4%	-1%
Pol kappa inh	-9%	0%	2%	1%	2%	-7%	-9%	1%

33. O=C(Oc1ccc([N+](=O)[O-])cc1)N1CCC(N2CCCCC2)CC1
34. CO[C@H]1[C@@H](OC)CC(OC2OC(CO)C(O)C(O)C2O)/C(=C\C#N)[C@@H]1O (some centres undefined)
35. O=[N+]([O-])c1cnc[nH]1
36. CN1C(=O)CCS(=O)(=O)[C@@H]1c1ccc(Cl)cc1
37. COC(=O)C1=C(C(=O)OC)C2c3ccccc3C1c1ccccc12
38. COC(=O)C1=C(c2cccc(C#N)c2)C[C@@H]2CC[C@H]1N2C(=O)NCc1ccco1
39. O=C1NC(=O)N(CCc2ccc(F)cc2)C(=O)/C1=C/c1cccs1
40. CC(=O)N1CN2CN(C(C)=O)CC(C(=O)c3ccccc3)(C2)C1
Screen / compound no.	33	34	35	36	37	38	39	40
Anesthetic bind	-10%&-15%	32%[activator]	.	11%[29.3 µM]	.	.	-14%	-2%
BLM helicase inh	5%&2%	-1%	.	1%[21.4 µM]	.	.	-7%	1%
PGK inhibitor	-10%	1%	i	.	-4%	-3%	i	i
POLI inh	25%	11%	-1%	.	-2%	13%	22µM*	14%
Pol beta inh	10%	-4%	.	.	.	.	?	5%
Pol eta inh	-11%	-3%	-1%	.	-22%	-7%	-19%	-11%
RXFP1 antag	.	.	.	.	-9	.	?	-4
APE1 inh	-11%&-2%	5%	46%[activator]	18%[21 µM]	.	11%	-9%	-1%
Pol kappa inh	15%	4%	-18%	-7%[12 µM]	-6%	7%	-19%	8%

41. Cc1ccc2c(c1)CC1(CN2C)C(=O)NC(=O)N(CCc2ccccc2)C1=O (centres undefined)
42. Clc1ccc(N2CC3CCC(C2)N3)nn1
43. COCCOC(=O)c1c(C)oc2ccc(OC(=O)N(C)C)cc12
44. O=C(O)c1cn(Cc2ccccc2)nc1-c1ccccc1
45. COc1ccccc1OCC#CCN1CCCCCC1
46. CC1=C2C(=O)C3C(CC=C4CC(OC5OC(O)C(O)C(O)C5CO)CCC43C)C2CCC12OC1CC(C)CNC1C2C (centres undefined)
47. O=S(=O)(c1ccc(F)cc1)N1CCCCC1c1cccnc1 (centres undefined)
48. O=C(O)CC[N+](=O)[O-]
49. c1ccc(CNC2CN3CCC2CC3)cc1 (centres undefined)
Screen / compound no.	41	42	43	44	45	46	47	48	49
Anesthetic bind	-16%	.	-7%	-4%	-5%	-4%	-8%	.	.
BLM helicase inh	-7%	.	2%	0%	-4%	-7%	-5%	-14%	.
PGK inhibitor	3%	.	-3%	-1%	i	-5%	10%	-4%	i
POLI inh	11%	-5%[58.9 µM]	11%	24%	29%	-20%	21%	?	-4%
Pol beta inh	5%	-11%[57.1 µM]	8%	0%	14%	9%	2%	11%[57.1 µM]	.
Pol eta inh	0%	-4%[57.1 µM]	-11%	-14%	-13%	6%	2%	0%[57.1 µM]	-18%
RXFP1 antag	-9	.	-2	6	-3	-1	-4	.	-1
APE1 inh	13%	-3%	1%	0%	11%	-1%	-3%	1%&-1%	.
Pol kappa inh	-6%	6%[60.1 µM]	-13%	5%	10%	0%	-5%	-9%[60.1 µM]	2%
